# XiGFP reactiv = X-chromosome reactivation activator; XiGFP mouse fibroblasts, % GFP-positive cells imaging, 3 d; cells co-treated with 5-aza-dC sensitizer; scaled so ellipticine positive control = 100%; activation, % at 7.58 µM; hit rate 0.055% among 360,000; AID 743238;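 active = mean normalized replicate activation at least 10% and every replicate at or above 10%; inconclusive = only one of the two criteria met; inactive = mean below 10% and not all replicates reach 10%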;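 note: 0% = median of on-plate neutral control wells and 100% = ellipticine 6 µM median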
#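 System: 68-5-11 XiGFP fibroblast line; Timing: 3 days compound exposure; Compound dosing: one concentration, pinned; Benchmarks: positive control ellipticine, 6 µM final; Buffer or medium: DMEM containing 5-aza-dC.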
# INS-1E GSIS act = primary screen for activators of insulin secretion dependent on glucose, INS-1E cells, GLuc reporter luminescence; INS-1E GLuc reporter insulin secretion, 2-3 h; hit rate 0.61% among 370,000; activation, % at 16.6 µM;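 active = lowest replicate activation of at least 40%, so every replicate reaches that level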;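 note: 0% = median of neutral control wells and 100% = median of IBMX positive control wells; some compounds called inactive have numbers as strong as hits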
# EWS-Fli inh = blocks EWS/Fli oncoprotein-driven transcription | A673 NR0B1-luciferase reporter, viability-normalised | inhibition, % at 12.6 µM | hit rate 0.67% among 350,000 | AID 651661;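 active = mean inhibition of at least 50% after viability correction, with every replicate also passing that limit; inconclusive = mean reaches 50% but only one of two replicates passes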;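 note: firefly luciferase signal divided by Alamar Blue viability fluorescence both relative to DMSO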
# ARNT-TACC3 inh = ARNT/TACC3 interaction disruption. AlphaScreen His-ARNT PAS-B/GST-TACC3 binding, luminescence; TACC3 fragment carries E629A point mutation. inhibition, % at 9.99 µM. hit rate 0.66% among 390,000. AID 623870. Q9Y6A5;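 active = mean inhibition of replicates at least 50% and at least half of replicates each reaching 50%; inconclusive = half or more replicates reach 50% but mean below 50%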;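 note: 0% = complete ARNT plus TACC3 wells and 100% = ARNT alone without TACC3; many hits fall short of the cut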
# PAX8 inh HTS = PAX8 transcriptional activity inhibition; RMG-I TPO-luciferase reporter, SteadyGlo, 24 h; inhibition, % at 12.6 µM; hit rate 1.2% among 360,000;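 active = mean replicate inhibition at least 60% with every replicate also reaching 60%; inconclusive = only one of the two criteria is met; inactive = mean below 60% and not all replicates reaching 60%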;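 note: luciferase light reporting Pax8 driven TPO promoter activity; plate controls were median of neutral control wells for no effect and mitoxantrone controls for full effect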
# ERp5 block = ERp5 (human) disulfide isomerase inhibition. Q15084. inhibition, % at 9.99 µM. hit rate 0.05% among 350,000. ERp5 insulin aggregation, absorbance 650 nm, 90 min. AID 651711;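 active = mean replicate inhibition above about 25%, with every replicate also reaching it, limit read from the data, passing the limit was not always enough; inconclusive = only one of those two criteria met; inactive = neither criterion met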
# Target sequence (Q15084 whole entry, looked up): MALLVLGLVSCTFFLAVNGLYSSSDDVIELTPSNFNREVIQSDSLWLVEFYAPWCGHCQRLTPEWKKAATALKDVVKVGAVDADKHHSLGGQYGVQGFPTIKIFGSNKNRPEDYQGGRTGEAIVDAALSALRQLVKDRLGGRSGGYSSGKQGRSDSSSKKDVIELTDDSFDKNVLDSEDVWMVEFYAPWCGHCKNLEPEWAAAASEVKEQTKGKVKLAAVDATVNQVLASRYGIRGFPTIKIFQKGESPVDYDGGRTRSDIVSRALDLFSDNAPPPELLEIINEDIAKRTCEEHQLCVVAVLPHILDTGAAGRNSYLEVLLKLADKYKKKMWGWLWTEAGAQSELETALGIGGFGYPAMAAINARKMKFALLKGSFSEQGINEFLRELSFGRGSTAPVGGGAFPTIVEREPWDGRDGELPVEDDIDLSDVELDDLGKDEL
# DENV2 CPE rescue = DENV2-induced cell death inhibition; DENV2-infected cells, cytopathic effect rescue, plate reader; CPE inhibition, % at 9.99 µM; hit rate 1.7% among 350,000; in the data active = CPE inhibition above about 20%, passing the limit was not always enough; inconclusive = no clear call, values can overlap the other calls; tested in BHK-21 cells;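 note: 0% = median of neutral control wells and 100% = median of positive control wells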
# F508del corr = CFTR F508del correction in bronchial cells | CFBE cells, YFP halide quenching; stimulated with forskolin plus potentiator P3; % fluorescence drop versus neutral controls | activity (quench increase), % at 7.58 µM | hit rate 0.36% among 350,000;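 active = mean added fluorescence quench of at least 8% versus neutral control, with both replicates also reaching 8%; inconclusive = only one of the mean or replicate conditions met; inactive = mean below 8% and not both replicates reaching 8%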;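 note: cells transiently co-express mutant CFTR-F508del with the halide-sensitive YFP; corrector assay measuring rescue of mutant channel to the surface after 24 h compound exposure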
# * marks the source's active call; other numbers are inactive results; u = inconclusive; x = not tested or not shown; & = joins results of further samples. Rows are unselected; overall some 4.2% were active at least once.
SMILES,XiGFP reactiv,INS-1E GSIS act,EWS-Fli inh,ARNT-TACC3 inh,PAX8 inh HTS,ERp5 block,DENV2 CPE rescue,F508del corr
CCC(=O)N1C[C@H](O)COC[C@H]2O[C@@H](CC(=O)NCC3CCCCC3)CC[C@@H]21,-0.1,17.7,3.2,-0.1,7.3,-3.3,1.2,-1.6
CC(C)NC(=O)N(C)C[C@H]1Oc2c(cccc2N(C)C)C(=O)N([C@H](C)CO)C[C@@H]1C,0.4&0.0,9.4&-0.4,-4.1&-12.0,-5.4&-3.8,-0.9&-6.7,5.7&1.2,-6.0&15.6,-0.6&-0.6
Cc1nc(N/C(N)=N/S(=O)(=O)c2ccccc2)nc2ccccc12,-0.1,-8.0,6.7,-3.9,x,3.2,0.0,1.6
COc1ccc(S(=O)(=O)N[C@H]2C=C[C@H](CC(=O)NCc3ccccc3F)O[C@@H]2CO)cc1,0.1,5.2,7.3,x,-22.2,-0.2,4.2,-1.3
CNc1ccc2ncc(-c3ccccc3C(C)=O)n2n1,0.0,x,-2.3,x,-2.2,-0.1,8.4,-2.1
O=C(C[C@H]1C[C@@H]2c3cc(NC(=O)C4CCC4)ccc3O[C@@H]2[C@H](CO)O1)NCC(F)(F)F,0.2,3.0,-4.1,-8.1,-8.6,43.0*,-3.0,-0.7
O=C(Cn1c(=S)[nH]c2ccccc2c1=O)N1CCN(c2ccccc2)CC1,0.0,-6.3,18.7,0.0,10.7,-3.9,-0.2,-3.1
Cc1cc(C(=O)Nc2nncs2)oc1C,0.5,-7.6,-33.8,-1.6,-27.5,0.4,7.4,-1.2
Cc1ccc(C2CC2c2n[nH]c(=S)n2-c2cccc(Cl)c2)cc1 (stereo not drawn),0.2,-27.4,x,-0.5,-6.5,x,x,x
O=C(Nc1cc(Cl)cc(Cl)c1)C1CC(=O)N(C2CCCC2)C1 (stereo not drawn),-0.1,-19.0,12.1,-1.2,1.1,6.0,-2.4,-3.2
COc1ccc(NC(=O)N(C)C[C@H]2Oc3ccc(NS(=O)(=O)c4ccc(Cl)cc4)cc3CC(=O)N([C@@H](C)CO)C[C@H]2C)cc1,-0.1,-10.8,9.8,-16.1,-31.2,11.8,-10.6,2.7
CC(C)CC(NS(=O)(=O)c1ccc2[nH]c(=O)c(=O)[nH]c2c1)C(=O)O (stereo not drawn),0.0,4.9,5.5,6.0,12.8,-1.2,-3.0,-0.8
c1ncc(-c2ccc(C3[C@@H]4CN(Cc5cocn5)C[C@H]3N4)cc2)cn1 (stereo partly drawn),0.1,14.5,-2.9,x,-7.9,u,-1.6,0.8
COc1ccc(C2(c3ccc(OC)cc3)NC(=O)N(CC(=O)Nc3ccccc3)C2=O)cc1,0.1,-49.3,7.5,-1.3,7.9,-2.8,-1.5,-1.3
COc1ccccc1N(CC(=O)N(C)Cc1ccccc1)S(=O)(=O)c1cccs1,0.0,-31.2,-5.8,2.7,-0.5,0.6,3.1,1.4
COc1ccc(CCNC(=O)CCCCCn2c(SCC(N)=O)nc3cc4c(cc3c2=O)OCO4)cc1OC,0.0,8.0,3.4,2.8,15.8,2.2,9.0,3.0
O=C(CC1C(=O)NCCN1CC1CCCCC1)NCc1ccccc1Cl (stereo not drawn),0.2,-8.2,8.6,x,-1.0,3.5,1.8,-1.9
Cc1[nH]nc2c1C(c1ccc(O)cc1)C1=C(CC(C)(C)CC1=O)N2 (stereo not drawn),0.1,48.0,-3.8,x,9.7,-0.4,-3.7,-1.4
CN(C)CC(=O)N1CC2(C1)[C@H](c1ccccc1)[C@@H](CO)N2C(=O)C1CCCC1,0.0,-0.2,4.3,x,-36.5,-5.4,-1.0,-0.1
C[C@@H]1CN([C@H](C)CO)C(=O)c2cc(NS(=O)(=O)c3cccs3)ccc2O[C@@H](C)CCCCO[C@H]1CN(C)S(=O)(=O)c1ccc(Cl)cc1,0.2,-2.4,3.1,x,17.8,1.4,13.9,1.1
COc1ccc(S(=O)(=O)NC(C)C(=O)NCc2ccncc2)cc1OC (stereo not drawn),0.0,15.6,-6.2,-16.7,-1.3,6.3,-2.8,-2.6
COc1ccc(C#Cc2ccc3c(c2)O[C@H](CN(C)C(=O)Nc2cccc(OC)c2)[C@H](C)CN([C@H](C)CO)S3(=O)=O)cc1,-1.0,-1.8,7.8,-5.3,x,3.3,-6.7,8.6*
Cc1occc1C(=O)N1CCCC(CO)(Cc2ccc(F)cc2F)C1 (stereo not drawn),0.6,3.4,-9.3,0.3,x,15.8,-0.4,2.8
CC1CCCN(c2nc3c(c(=O)[nH]c(=O)n3C)n2CCSc2nc3ccccc3o2)C1 (stereo not drawn),0.0,x,5.6,0.8,-10.8,3.2,-0.9,2.1
O=C(Nc1ccccc1)N1C[C@H]2[C@@H](c3ccccc31)[C@@H](CO)N2Cc1ccccc1Cl,0.2,-5.3,-17.1,-3.7,-8.5,5.0,3.4,2.0

# Rewritten with bars between the fields: 3 of the compounds above
canonical_smiles | XiGFP reactiv | INS-1E GSIS act | EWS-Fli inh | ARNT-TACC3 inh | PAX8 inh HTS | ERp5 block | DENV2 CPE rescue | F508del corr
c1ncc(-c2ccc(C3[C@@H]4CN(Cc5cocn5)C[C@H]3N4)cc2)cn1 (stereo partly drawn) | 0.1 | 14.5 | -2.9 | x | -7.9 | u | -1.6 | 0.8
COc1ccc(C2(c3ccc(OC)cc3)NC(=O)N(CC(=O)Nc3ccccc3)C2=O)cc1 | 0.1 | -49.3 | 7.5 | -1.3 | 7.9 | -2.8 | -1.5 | -1.3
COc1ccccc1N(CC(=O)N(C)Cc1ccccc1)S(=O)(=O)c1cccs1 | 0.0 | -31.2 | -5.8 | 2.7 | -0.5 | 0.6 | 3.1 | 1.4

# Retrieved by compound from the entries so far, four records:
SMILES,XiGFP reactiv,INS-1E GSIS act,EWS-Fli inh,ARNT-TACC3 inh,PAX8 inh HTS,ERp5 block,DENV2 CPE rescue,F508del corr
Cc1ccc(C2CC2c2n[nH]c(=S)n2-c2cccc(Cl)c2)cc1 (stereo not drawn),0.2,-27.4,x,-0.5,-6.5,x,x,x
CC(C)CC(NS(=O)(=O)c1ccc2[nH]c(=O)c(=O)[nH]c2c1)C(=O)O (stereo not drawn),0.0,4.9,5.5,6.0,12.8,-1.2,-3.0,-0.8
O=C(Cn1c(=S)[nH]c2ccccc2c1=O)N1CCN(c2ccccc2)CC1,0.0,-6.3,18.7,0.0,10.7,-3.9,-0.2,-3.1
COc1ccc(C#Cc2ccc3c(c2)O[C@H](CN(C)C(=O)Nc2cccc(OC)c2)[C@H](C)CN([C@H](C)CO)S3(=O)=O)cc1,-1.0,-1.8,7.8,-5.3,x,3.3,-6.7,8.6*

# Additional entries.
SMILES,XiGFP reactiv,INS-1E GSIS act,EWS-Fli inh,ARNT-TACC3 inh,PAX8 inh HTS,ERp5 block,DENV2 CPE rescue,F508del corr
CCCNS(=O)(=O)c1ccc(OCC(=O)N2CCOCC2)cc1,x,4.0,0.2,0.1,x,-1.2,-0.5,0.9
COc1ccc(C(=O)CN2CCN(c3ccc(F)cc3)CC2)cc1,0.1,-8.9,18.2,2.4,-13.2,2.5,9.9,0.6
COc1ccc(C(=O)CC(=O)C(=O)Nc2ccc(C)c(Cl)c2)cc1,0.3,5.4,-2.1,9.2,-85.5,1.9,3.9,-0.6
Cc1ccc(C)c(NC(=O)COC(=O)c2ccc3ccccc3n2)c1,0.4,39.8,0.2,x,8.6,0.8,2.2,-2.8
NC(=O)CC(NC(=O)Cc1cccc2ccccc12)c1ccc(NCCN2CCCC2)c([N+](=O)[O-])c1 (stereo not drawn),0.0,x,-0.5,0.2,-8.9,-1.1,4.2,1.0
CCCSc1nsc(NC(=O)c2cccnc2OCC)n1,0.1,41.4,-13.9,30.2,25.3,11.3,x,1.2
COc1cccc(CNC(=O)c2ccc(CS(=O)(=O)Cc3ccc(C)cc3)o2)c1,-0.2,20.2,-1.4,-18.1,-22.2,-0.7,-0.9,1.2
CC1(c2nnc(-c3ccc(F)cc3)o2)CC(c2ccccc2)=NO1 (stereo not drawn),0.0,4.5,-10.4,-4.9,-0.5,x,x,2.1
O=C(N[C@@H]1CC[C@@H](CCn2cc(-c3ccccn3)nn2)O[C@@H]1CO)c1ccccc1,-0.3,14.4,0.4,40.7,x,-2.2,-2.8,-0.3
CC(C)(C)c1cc(/C=N/NC(=O)C[n+]2ccccc2)cc(C(C)(C)C)c1O,0.3,3.4,2.3,0.1,25.1,1.3,0.4,-0.4
CC1(c2ccc(Cl)cc2Cl)NC(=O)N(CC(=O)NCCC2=CCCCC2)C1=O (stereo not drawn),0.0,-3.7,9.4,x,7.1,1.9,-3.0,2.2
N#Cc1ccccc1Sc1ccccc1C(=O)Nc1ccc2ccccc2c1,0.9,1.2,0.8,x,18.5,-0.1,-6.3,3.2
CC(OC(=O)CCN=C1NS(=O)(=O)c2ccccc21)C(=O)c1ccccc1 (stereo not drawn),0.5,-14.3,-4.2,-24.3,-8.2,3.3,-13.0,-3.2
CCCC(=O)Nc1c2c(nn1-c1ccc(F)cc1)CS(=O)(=O)C2,0.0,2.8,9.6,27.6,0.9,0.6,5.5,-1.7
O=C(O)CCCCCn1c(O)c(C=C2N=c3ccccc3=N2)sc1=S,0.1,x,19.4,-12.4,46.5,10.5,-3.3,x
N#Cc1ccc(OCC(=O)Nc2cc(S(=O)(=O)N3CCOCC3)ccc2N2CCOCC2)cc1,0.0,12.6,0.0,-1.3,9.6,0.3,0.4,0.7
CN1CC(=O)N(CC(=O)Nc2ccc(N3CCOCC3)cc2)C1=O,0.1,-3.3,2.5,-3.1,-5.4,1.3,19.1,-1.9
c1ccc2c(c1)nc(N1CCOCC1)c1c3ccccc3[nH]c21,x,3.4,12.5,-2.9,x,-10.2,-0.7,1.1
Cc1csc2nc(SCC(=O)Nc3ccccc3F)[nH]c(=O)c12,-0.2,19.7,x,-5.3,-4.2,1.8,12.2,-2.6
O=C(C[C@@H]1CC[C@H](NC(=O)c2ccncc2)[C@@H](CO)O1)Nc1ccc(-c2ccccc2)cc1,-0.4,13.4,1.5,x,x,0.9,-7.2,-0.4
CC(=O)c1ccc(N(CC(=O)NC2CCCC2)C(=O)CNC(=O)c2cccs2)cc1,0.3,26.9,-1.2,-10.9,2.3,4.8,1.1,2.0
Cc1cc(NC(=O)CCc2ccc(-c3ccccc3)o2)no1,0.0,13.2,x,1.1,-5.6,-0.9,u,-4.1
Cc1ccc(S(=O)(=O)N(C)C[C@H]2Oc3ncc(-c4ccccc4)cc3C(=O)N([C@H](C)CO)C[C@H]2C)cc1,0.2,-14.7,-0.2,-3.5,x,-1.6,2.0,0.6
O=C(Cn1ccc2cc(S(=O)(=O)N3CCCC3)ccc21)NCc1ccco1,-0.1,9.0,x,1.2,0.6,5.5,-2.3,-0.2
O=C(NC(=S)Nc1ccc2oc(=O)ccc2c1)c1cccc(F)c1,0.0,-19.6,x,-3.4,-43.4,2.4,-7.2,4.3
CO[C@H]1CN(C)C(=O)c2cc(NS(=O)(=O)Cc3ccccc3)ccc2OC[C@@H](C)NC[C@@H]1C,0.2,7.5,4.4,-4.1,-4.3,1.5,6.5,-3.0
Cc1ccc(CNC(=O)Cn2cnc3cc([N+](=O)[O-])ccc3c2=O)cc1,0.0,4.5,5.5,12.7,6.3,7.5,-5.1,x

# Screening data: PubChem, Broad Institute
